# Bioassay records as filed in PubChem BioAssay.
# DNMT1 block = human DNMT1 methyltransferase inhibitors, primary screen, biochemical, molecular beacon, fluorescence, HinP1I cleavage, uHTS. DNA (cytosine-5)-methyltransferase 1 (Homo sapiens), P26358. inhibition (reported as % activation of signal), % at 10 µM. hit rate 0.83% among 360,000. AID 588458, 2011; in the data active = inhibition above about 50%
# CendR NRP1 mod = modulators of CendR peptide binding to NRP-1, primary screen, biochemical, fluorescence polarization, uHTS; FAM-RPARPAR peptide binding to NRP-1; inhibition, % at 25 µM; hit rate 0.85% among 360,000; AID 602438, 2012;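 active = inhibition or corrected inhibition above about 18%, plus a signal ratio from 0.5 to 1.5, limit read from the data, passing the limit was not always enough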; also: strong numbers were not always called active
# Scp-1 inhibitor = Scp-1 phosphatase inhibitors, primary screen, biochemical, colorimetric, uHTS; Carboxy-terminal domain RNA polymerase II polypeptide A small phosphatase 1 (Homo …; Recombinant Scp1, phosphopeptide, malachite green phosphate absorbance; inhibition, % at 20 µM; hit rate 0.88% among 340,000; AID 493091, 2011;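 active = inhibition above about 50% at 20 µM, limit read from the data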;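 also: plate controls were DMSO wells with enzyme for no effect and wells lacking enzyme for full effect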
# Target sequence (Q9GZU7 76-261 limits assumed): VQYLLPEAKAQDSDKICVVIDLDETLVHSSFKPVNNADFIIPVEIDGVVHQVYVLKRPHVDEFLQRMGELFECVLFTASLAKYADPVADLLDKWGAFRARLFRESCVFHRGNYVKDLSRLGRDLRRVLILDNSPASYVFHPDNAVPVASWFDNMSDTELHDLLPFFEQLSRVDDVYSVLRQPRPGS
#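 Assay system: SCP-1 catalytic fragment, aa 76-261 | Buffer or medium: Tris acetate buffer pH 5.5 with MgCl2 and Tween-20 | Compound: One concentration, 20 µM, with 1.0% DMSO | Also added: Phospho 17-mer peptide substrate | Signal: Absorbance at 630 nm | Incubation: 45 min enzyme reaction at room temperature | Measure: % inhibition of SCP-1 phosphate liberation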
# LMPTP inh = LMPTP phosphatase inhibitors, primary screen, biochemical, fluorescence intensity, uHTS | Low molecular weight phosphotyrosine protein phosphatase (Homo sapiens), P24666 | recombinant LMPTP-A, OMFP fluorogenic substrate | inhibition, % at 20 µM | hit rate 0.22% among 360,000 | AID 651560, 2012;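 active = compounds that cut the enzyme signal by at least half of the control window in the single-dose screen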;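 also: plate controls were DMSO wells with enzyme plus substrate for no effect and substrate without enzyme for full effect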
# Target sequence (P24666 whole entry, looked up): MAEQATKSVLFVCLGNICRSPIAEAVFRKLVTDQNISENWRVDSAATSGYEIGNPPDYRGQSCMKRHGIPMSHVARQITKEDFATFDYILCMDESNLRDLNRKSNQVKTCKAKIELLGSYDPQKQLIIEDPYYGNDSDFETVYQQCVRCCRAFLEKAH
#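 Assay system: LMPTP-A enzyme. Input: 0.625 nM LMPTP-A final. Probe or stimulus: 400 µM OMFP. Compound dosing: single 20 µM dose. Schedule: 50 min dark incubation at room temperature. Detection: fluorescence intensity of OMFP turnover product. Read-out: percent inhibition versus substrate-only and uninhibited controls. Benchmarks: no-enzyme low control, uninhibited high control.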
# STEP block = STEP phosphatase inhibitors, primary screen, biochemical, fluorescence intensity, uHTS | recombinant STEP, OMFP fluorogenic substrate | inhibition, % at 20 µM | hit rate 0.25% among 360,000 | AID 588621, 2011;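 active = inhibition at 20 µM, scaled per plate between control wells, above about 37%, limit read from the data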;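 also: 0% = DMSO with enzyme and substrate and 100% = substrate only without enzyme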
#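 Also added – OMFP at 25 µM · Test system – STEP tyrosine phosphatase · Technique – FITC-channel fluorescence of OMFP product · Schedule – 20 min at room temperature, dark · Evaluation – control-normalized % inhibition with plate pattern correction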
# Tb MetRS inh = T. brucei MetRS inhibitors, primary screen, biochemical, luminescence; methionyl-tRNA synthetase (Trypanosoma brucei brucei); hit rate 0.4% among 360,000; purified T. brucei MetRS, ATP depletion, Kinase-Glo luminescence; inhibition, % at 11.9 µM;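 active = inhibition above a per-plate cutoff of the control wells' mean inhibition plus 3 SD, cut at about 5.5% in these data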;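 also: 0% = DMSO wells median and 100% = median of wells with control inhibitor compound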
#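 Material: parasite MetRS enzyme / Replication: singlicate, one well per compound / Signal: luminescence of leftover ATP / Schedule: 2 h aminoacylation at 25 °C after 15 min preincubation / Medium: HEPES-MgCl2-KCl buffer plus DTT, spermine, BSA, pyrophosphatase / Doses: 11.9 µM single point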
# SKN-1 block = suppressors of acrylamide-induced Pgst-4::GFP reporter in worms, primary screen, SKN-1 inhibitor project, whole organism, uHTS, GFP/RFP fluorescence ratio, strain VP596 | C. elegans VP596 Pgst-4::GFP/RFP ratio, 24 h | hit rate 0.49% among 360,000 | inhibition, % at 21.8 µM;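 active = interference check ratio from 0.5 to 1.5 plus GFP to RFP signal ratio inhibition reaching or exceeding a fixed threshold, cut at about 30% in these data, passing the limit was not always enough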; also: some compounds called inactive have numbers as strong as hits
# NadD inh = inhibitors of S. aureus NadD, primary screen, biochemical, colorimetric, uHTS | Nicotinate-nucleotide adenylyltransferase NadD (Staphylococcus aureus N315) | hit rate 0.78% among 360,000 | purified NadD enzyme, colorimetric absorbance read-out | inhibition, % at 20 µM; in the data active = inhibition above about 26%; also: some compounds past the cut are filed as inactive
# SUMO1 PPI mod = modulators of SUMO1 protein-protein interactions, primary screen, biochemical, uHTS | Small ubiquitin-related modifier 1 (Homo sapiens), P63165 | SUMO1 binding to a labelled peptide, TR-FRET, 1 h | inhibition, % at 20 µM | hit rate 0.33% among 360,000; in the data active = inhibition above about 37%
# Neddylation inh = inhibitors of cullin neddylation, primary screen, biochemical, TR-FRET, uHTS, NAE and Ubc12. hit rate 0.58% among 360,000. calls only at 25 µM. NEDD8-conjugating enzyme Ubc12 (Homo sapiens) + NEDD8-activating enzyme E1 regulatory …. AID 651699, 2012; in the data active = inhibition above about 36%
# Target sequence (P61081 whole entry, looked up): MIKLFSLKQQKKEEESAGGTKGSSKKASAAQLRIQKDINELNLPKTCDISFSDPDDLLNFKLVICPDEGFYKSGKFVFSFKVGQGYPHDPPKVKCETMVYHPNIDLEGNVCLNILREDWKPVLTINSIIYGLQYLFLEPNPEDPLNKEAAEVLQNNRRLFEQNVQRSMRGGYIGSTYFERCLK
# Target sequence (Q13564 whole entry, looked up): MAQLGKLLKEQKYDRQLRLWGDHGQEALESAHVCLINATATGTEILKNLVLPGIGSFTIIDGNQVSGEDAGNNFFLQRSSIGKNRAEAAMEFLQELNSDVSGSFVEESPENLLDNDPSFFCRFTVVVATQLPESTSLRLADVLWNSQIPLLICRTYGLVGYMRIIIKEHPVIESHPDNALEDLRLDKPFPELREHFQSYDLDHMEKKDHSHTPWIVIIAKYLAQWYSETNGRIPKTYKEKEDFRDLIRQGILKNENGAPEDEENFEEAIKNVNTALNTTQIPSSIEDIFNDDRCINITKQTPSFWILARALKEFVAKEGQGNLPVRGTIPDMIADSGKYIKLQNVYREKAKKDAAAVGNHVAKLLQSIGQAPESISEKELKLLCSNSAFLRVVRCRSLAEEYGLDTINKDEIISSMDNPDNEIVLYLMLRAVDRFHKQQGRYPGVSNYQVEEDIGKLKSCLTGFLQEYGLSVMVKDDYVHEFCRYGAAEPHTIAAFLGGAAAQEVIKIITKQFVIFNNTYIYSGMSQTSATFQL
# Starred values were filed as active, the others as inactive; i = inactive; · = not tested or not shown.
SMILES,DNMT1 block,CendR NRP1 mod,Scp-1 inhibitor,LMPTP inh,STEP block,Tb MetRS inh,SKN-1 block,NadD inh,SUMO1 PPI mod,Neddylation inh
O=C(O)c1cccc(N=NN2CCCCCC2)c1,11,-1,-1,-3.2,-3,-0.6,7,-1,-2,i
COc1cc(C(=S)N2CCOCC2)ccc1OS(=O)(=O)c1ccc(NC(C)=O)cc1,2,2,-3,-1.3,-1,-0.4,-1,-2,0,i
Cc1ccc(S(=O)(=O)NCC(=O)OCC(=O)N2CCN(C(=O)c3ccco3)CC2)cc1C,4,1,18,-0.1,0,-0.1,18,-3,4,i
Cc1ccc(CN2C(=O)CSCC2(C)C(=O)NCc2ccccc2)cc1 (stereo unspecified),·,3,·,-0.4,·,-0.1,7,·,-3,i
COc1ccc(/C=C2/C(=O)OCc3cc(OC)c(OC)cc32)c(OC)c1,-1,-16,-6,-1.4,-1,0.0,2,-4,-6,i
O=C(Nc1ccc(NC(=O)c2cccc([N+](=O)[O-])c2)cc1)c1cccc([N+](=O)[O-])c1,4,13,6,-0.1,-4,-0.5,2,-1,-21,i
O=C(COC(=O)CNS(=O)(=O)c1ccc2ccccc2c1)Nc1ccc2c(c1)OCO2,3,-5,3,-1.2,0,0.1,9,-4,1,i
CC1(Cc2ccccc2F)C(=O)Nc2c(Cl)ccc(Cl)c21 (stereo unspecified),-2,14,·,0.3,-2,-0.3,-1,-9,-2,i
O=C(C1CN(C(=O)c2cc3cc(Cl)ccc3o2)c2ccccc2O1)N1CCCCC1 (stereo unspecified),0,9,-13,0.9,-2,0.1,11,5,-1,i
CC(Oc1ccc2c(-c3ccccc3)cc(=O)oc2c1)C(=O)N1CCC[C@@H]1C(N)=O (stereo partly specified),10,5,-1,-0.8,0,-1.0,2,2,-17,i
O=C(C1CCCCN1S(=O)(=O)c1ccccc1)N1CCN(C(c2ccccc2)c2ccccc2)CC1 (stereo unspecified),-6,-9,6,3.0,4,-0.7,10,7,-1,i
Cn1c(SCC(=O)Nc2ccc3cn[nH]c3c2)nnc1-c1cnccn1,-8,7,-29,-1.1,2,7.8*,11,-2,1,i
O=C(Nc1cccc(S(=O)(=O)Nc2ccccc2Cl)c1)c1ccc(N2CCCC2)c([N+](=O)[O-])c1,-9,-1,-13,4.4,2,0.5,-4,14,12,i
COc1cc(C(=O)N[C@@H](C)C(=O)NCc2ccco2)cc(OC)c1OC,1,-2,2,-1.9,-1,0.3,1,-2,3,i
COC(=O)c1cccc(Oc2cccc(C(F)(F)F)c2)n1,-2,1,-2,0.5,-1,-0.6,-11,-7,1,i
COc1cccc(CN2CCN(Cc3ccon3)CC2CCO)c1 (stereo unspecified),-1,-6,-6,-0.4,0,-0.8,1,-1,-3,i
C/C(=N\NC(=O)COc1ccc(C(C)(C)C)cc1)c1ccc(N2CCOCC2)cc1,4,5,-5,-0.8,2,-0.5,5,-4,-2,i
COc1ccccc1N1CCN(C(=O)C2CCCN(c3ncnc4c3nc3n4CCCCC3)C2)CC1 (stereo unspecified),-2,13,-8,0.1,0,-1.0,19,-2,2,i
O=C(O)c1ccc(O)c(O)c1,16,5,37,3.4,2,0.7,5,6,1,i
Cc1ccc(NC(=O)CCNC(=O)c2ccccc2)cc1F,2,1,-8,0.4,-2,-0.4,0,3,5,i

# Laid out differently: results already given.
# Order of values: DNMT1 block | CendR NRP1 mod | Scp-1 inhibitor | LMPTP inh | STEP block | Tb MetRS inh | SKN-1 block | NadD inh | SUMO1 PPI mod | Neddylation inh
> O=C(Nc1cccc(S(=O)(=O)Nc2ccccc2Cl)c1)c1ccc(N2CCCC2)c([N+](=O)[O-])c1
→ -9 | -1 | -13 | 4.4 | 2 | 0.5 | -4 | 14 | 12 | i
> COc1cc(C(=O)N[C@@H](C)C(=O)NCc2ccco2)cc(OC)c1OC
→ 1 | -2 | 2 | -1.9 | -1 | 0.3 | 1 | -2 | 3 | i

# (more compounds)
SMILES,DNMT1 block,CendR NRP1 mod,Scp-1 inhibitor,LMPTP inh,STEP block,Tb MetRS inh,SKN-1 block,NadD inh,SUMO1 PPI mod,Neddylation inh
Cc1cc(C(=O)CSc2nnc(CCC(N)=O)n2C)c(C)n1C1CC1,1,8,7,-0.4,-1,0.0,0,6,5,i
O=C(CCn1c(=O)oc2ccccc21)NCCN1CCc2ccccc2C1,0,-9,-5,-1.6,-4,-0.6,-2,-5,-3,i
CN(Cc1nccs1)C(=O)C1CCC(=O)N(CCc2ccc(Cl)cc2)C1 (stereo unspecified),1,4,-3,-2.1,0,-0.1,13,-2,3,i
NC(=O)CC(NC(=O)Cc1ccc(Br)cc1)c1ccc(N2CCN(c3ccccn3)CC2)c([N+](=O)[O-])c1 (stereo unspecified),-2,-12,-4,0.8,2,0.1,7,0,2,i
C/C(=N\NC(=O)c1ccc(N(C)C)cc1)c1ccc(C)c(C)c1,2,-19,-5,-1.8,2,-0.1,-9,0,1,i
C[C@H](NC(=O)C1CCN(S(=O)(=O)c2ccccc2)CC1)C(=O)NCc1ccc(F)cc1,2,7,-5,-2.9,-1,-0.6,-1,-6,5,i
COc1ccc(CNC(=O)C(=O)NCc2cccnc2)cc1,0,10,-1,-2.4,-1,-0.1,-3,-3,0,i
N#Cc1ccsc1NC(=O)CSc1nncs1,9,20,0,3.5,-2,-0.1,12,1,18,i
O=S(=O)(Nc1ccc(Cc2ccncc2)cc1)c1ccc(Br)s1,-7,7,-2,0.9,4,-0.7,4,-2,-1,i
Cc1ccc2cccc(Oc3ncnc4sc(C)c(C)c34)c2n1,9,8,7,-0.5,-2,-0.6,-3,0,-6,i
CC(C)CCN1CCC[C@]2(N[C@H](c3ccccc3)[C@@H]3C(=O)N(Cc4ccccc4)C(=O)[C@@H]32)C1=O,1,12,·,-1.5,-1,-0.7,1,5,7,i
O=C(NCCCN1CCOCC1)c1ccc(CS(=O)(=O)Cc2ccccc2Cl)o1,1,-15,-11,-1.5,1,-0.2,-14,-4,-1,i
O=C(COC(=O)/C=C/c1ccco1)NCCN1C(=O)CSC1=O,15,-11,65*,4.0,6,-0.4,4,-4,-7,i
COc1cccc(NC(=O)C(C)OC(=O)CCCNC(=O)c2ccc(Cl)cc2)c1 (stereo unspecified),-1,-2,0,-1.0,-2,-0.5,3,-7,-1,i
CCOc1ccc(CCNC(=O)CCOc2cc(C)ccc2C)cc1OCC,-1,-8,-3,-0.5,1,0.3,-13,-7,-1,i
CCOC(=O)CSc1nc2ccccc2n1CC(=O)N1CCN(c2ccccc2)CC1,2,-9,-3,-0.5,-2,-0.1,-1,1,-3,i
Cc1csc(=O)n1CC(=O)OCC(=O)Nc1ccc(F)c(F)c1,1,1,-3,-0.4,-4,-0.2,6,-5,-1,i
COc1cc(OC)nc(Nc2nc(C(N)COCc3ccccc3)cs2)n1 (stereo unspecified),-3,3,·,2.1,2,-0.1,-3,2,-4,i
Cn1c(NNC(=O)c2ccc(C(C)(C)C)cc2)cc(=O)n(C)c1=O,-1,4,-3,-0.6,1,-0.6,15,-5,-2,i
CCc1nnc(NC(=O)CCc2ccccc2OC)s1,2,2,10,-1.1,-3,-1.1,9,0,2,i
Cc1cc(C)c(S(=O)(=O)N(CC(=O)O)CC(=O)O)c(C)c1,3,-7,-5,-0.4,-1,0.3,-10,-3,5,i
COC(=O)c1c(NC(=O)C(=O)NCCCN2CCOCC2)sc2c1CC(C)(C)OC2,-1,3,4,-0.2,0,-0.1,-5,-4,-4,i
CN(C)S(=O)(=O)NCCNC(=O)c1cc(OCC(F)(F)F)ccc1OCC(F)(F)F,0,3,1,-2.1,2,-0.9,8,-5,2,i
NC(=O)CSc1nnc(-c2ccco2)n1-c1ccccc1,1,5,-7,-1.8,-3,-0.1,21,-4,-4,i
Cc1ccc(NC(=O)CN2CCc3ccccc3C2)cc1S(=O)(=O)N(C)C,1,13,-1,0.6,3,-0.5,-1,-7,0,i
CC(C)(C)c1nnc(NC(=O)C2c3ccccc3Oc3ccccc32)s1,-4,-19,-7,3.6,7,0.9,10,3,1,i
O=C(CSc1nnc(CNC(=O)c2c(F)cccc2Cl)o1)c1ccccc1,0,7,-5,0.0,1,-0.7,19,-5,-5,i
O=C(CSc1nc2nn(-c3ccccc3)c(=O)c-2c2n1CCCCC2)Nc1ccc(F)cc1F,-3,7,3,0.4,0,-0.5,-12,2,-16,i
NC(=O)c1ccsc1NC(=O)c1nc(-c2ccccc2)n(-c2ccccc2)n1,-11,-51,-7,9.7,1,-0.2,29,6,7,i
O=C(CS(=O)CC(=O)NC12CC3CC(CC(C3)C1)C2)Nc1ccc(F)cc1 (stereo unspecified),-1,6,-4,-1.1,0,-0.7,11,1,4,i
COC(=O)c1ccc(C(=O)OC)c(NC(=O)CN2CCCCC2)c1,7,11,-1,-0.7,-1,-1.0,-5,-6,2,i
Cn1c(CCN2CCCCC2)nc2cc(NS(=O)(=O)c3ccccc3)ccc21,-3,-3,-2,-1.1,2,-0.5,5,-2,-1,i
c1ccc(-c2cn(C[C@H]3CC[C@@H]([C@@H]4CC[C@H](Cn5cc(-c6ccccc6)nn5)O4)O3)nn2)cc1,3,-9,-3,1.5,4,-0.2,19,1,-2,i
O=[N+]([O-])c1ccc(-[n+]2ccc3ccccc3c2)c([N+](=O)[O-])c1,37,-10,-4,-0.3,-2,-0.2,32,-1,-25,i
CCOC(=O)c1c(C)[nH]c(C)c1S(=O)(=O)NCc1ccccc1OCC,-1,6,-7,0.1,-1,0.1,-9,-1,4,i
COc1cc(OC)cc(-c2nnc(SCC(=O)N(Cc3ccccc3)C(C)(C)C)o2)c1,-4,3,-20,4.1,-3,-1.1,8,-2,0,i
Cc1cc(C(C)(C)C)oc1C(=O)N(CC(=O)NC1CCCC1)Cc1ccccc1,-5,2,0,1.2,1,-0.3,1,-1,0,i
NC(=O)Cn1nnc(-c2ccc(CN3CCCCC3)cc2)n1,3,-8,-1,0.1,1,0.0,6,-5,58*,i
